# Compound activity: PubChem BioAssay, National Center for Advancing Translational Sciences (NCATS)
# FEN1 inhibitor = inhibitors of human flap endonuclease 1; Recombinant FEN1 flap cleavage, fluorescence, 15 min; 0.35% of 390,000 active; Potency, µM (titrated, usually from 114 µM), for inactives: at the highest dose activity change, negative = inhibition, actives largely listed as inhibitors; further: nearly all actives have a fitted effect of over 65% in size
# Target sequence (P39748 whole entry, looked up): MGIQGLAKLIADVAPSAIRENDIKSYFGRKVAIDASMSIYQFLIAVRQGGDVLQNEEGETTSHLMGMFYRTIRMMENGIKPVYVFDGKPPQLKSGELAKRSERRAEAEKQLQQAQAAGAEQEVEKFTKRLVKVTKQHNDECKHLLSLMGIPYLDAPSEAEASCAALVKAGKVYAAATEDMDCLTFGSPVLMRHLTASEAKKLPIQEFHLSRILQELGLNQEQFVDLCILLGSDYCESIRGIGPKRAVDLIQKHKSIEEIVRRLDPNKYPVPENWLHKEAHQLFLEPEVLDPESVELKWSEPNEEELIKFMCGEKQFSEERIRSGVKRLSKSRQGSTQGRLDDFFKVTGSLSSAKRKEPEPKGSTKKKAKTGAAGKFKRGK
#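 Steps: FEN1 (10 nM) dispensed; compound added by pin tool; 15 min at room temperature; substrate added to 50 nM final; reads at 0 min and 15 min; data normalized and fitted (four-parameter Hill).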
# DT40 TDP1 CPT = growth inhibition of DT40 Tdp1-/-;hTDP1 cells with camptothecin (screen for TDP1 inhibitors); chicken DT40 Tdp1-/-;hTDP1 cells + 20 nM CPT, ATP luminescence, 48 h; AID 686979; 12% of 420,000 active; Potency, µM (series often up to 46.2 µM), for inactives: at the top dose activity change, negative = growth inhibition, most hits filed as inhibitors; further: nearly all actives have a fitted effect of over 55% in size
#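 Cell growth measured by CellTiter-Glo luminescence after a minimum 48 h, 37 C compound exposure with 20 nM CPT in Tdp1-knockout DT40 cells stably expressing hTDP1, seeded 400/well; qHTS titration format.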
# GCN5L2 inh = blocks human GCN5L2 histone acetyltransferase. 0.21% of 390,000 active. GCN5L2 HAT assay, ThioGlo1 CoA-SH fluorescence. Q92830. Potency, µM (doses to about 58.9 µM), for inactives: top-dose activity change, negative = inhibition, usual class: inhibitors
#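 Titration-based screen in which CoA formation is detected via maleimide probe ThioGlo1 (50uM) turning fluorescent on thiol reaction; substrates H3(1-25) 75uM and acetyl-CoA 70uM, GCN5L2 20nM, 20 min incubation at room temperature.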
# Numbers without * were called inactive; ? = inconclusive; / = not tested or not shown; & = joins results of further samples; [ ] = dose if it differs, or a comment. The call rests on the fitted dose curve; in most records, active means well fitted curve in the direction sought with a large enough effect; inconclusive means small, poorly fitted or top-dose-only effect, or another doubt; inactive means no such curve, though single readings can be large; an effect the other way counts as inactive or inconclusive. On the % scale 0 is the no-effect control and ±100 the full control effect; potency means the concentration at half of the fitted maximal effect. This is a subset (hit frequency here may not be typical).
molecule | FEN1 inhibitor | GCN5L2 inh | DT40 TDP1 CPT
O=C(N/N=C/c1ccc2nccnc2c1)c1cccc([N+](=O)[O-])c1 | -15.5% | -0.7% | 3.4%
COc1ccc(C(=O)OCC(=O)NCCc2ccc(F)cc2)cc1S(=O)(=O)N1CCOCC1 | 3.3% | -4.7% | -5.0%
O=S(=O)(NCCc1nnc2ccc(SCc3ccc(Cl)cc3Cl)nn12)c1ccccc1 | -9.4% | -4.1% | ?
Fc1cccc(CSc2ccc(-c3ccco3)nn2)c1 | -1.6% | 3.8% | -2.9%
O=C(NCc1ccco1)C1CCCN1C(=O)Nc1ccccc1 (stereo not given) | -0.6% | -4.7% | -1.1%
COc1ccc2c(c1)c(=O)c(C(=O)c1ccccc1)cn2CC(=O)Nc1ccc2c(c1)OCCO2 | 1.5% | -6.8% | ?
Cc1cc(OCc2cc(C(=O)N(C)C3CCOCC3)no2)cc(C)c1Cl | -12.6% | -21.3% | ?
CCC(=O)N1CCN(c2ccc(Cl)cc2NC(=O)Cc2ccccc2)CC1 | 6.8% | -5.9% | -29.7%
Fc1cccc(CCN2CCNC[C@@H]2c2ccccc2)c1 | 7.7% | -0.5% | ?
Cc1ccc(C)c(N2N=C(C(=O)Nc3ccccc3N3CCOCC3)CCC2=O)c1 | -16.2% | -7.9% | ?
CCCCCOC(=O)C1=C(C)Nc2nnnn2C1c1ccc(OC)c(OC)c1OC (stereo not given) | 6.5% | ? | ?
Cc1ccc(CCNC(=O)c2ccc(CS(=O)(=O)Cc3cccc(C)c3)o2)cc1 | 6.3% | -23.9% | 23.1µM*
CC1CCN(S(=O)(=O)c2ccc3c(c2)oc(=O)n3CC(=O)N2CCCCC2)CC1 | 15.6% | -4.8% | 8.9%
COc1cccc(/C=C/c2nc(C#N)c(N3CCCCCC3)o2)c1 | -7.4% | -1.8% | ?
COc1ccc(C(=O)OCC(=O)NCc2ccc3c(c2)OCO3)cc1[N+](=O)[O-] | -6.2% | 11.7% | 6.6%
CC(CC=O)CCCC(C)(C)O (stereo not given) | / | -2.4% | 0.5%
COc1ccc(C2=NOC(Cn3nc(-c4ccccc4C)cc3C(=O)O)C2)cc1 (stereo not given) | 4.0% | -9.4% | 8.6%
COc1ccc(NC(=O)C2=CC(c3ccco3)=NS(=O)(=O)N2C)cc1 | 16.5%&17.3% | -24.3%&-1.5% | -22.6%&-23.7%
COc1ccccc1CNC(=O)CN1CCC(NC(=O)c2ccccc2F)CC1 | -6.7% | -11.0% | -3.7%
COc1ccc(S(=O)(=O)CC(=O)c2cc3cccc(C)c3oc2=O)cc1 | -2.6% | -19.4% | -26.3%
O=C1CCC([N+](=O)[O-])C(c2ccc(Cl)cc2Cl)N1 (stereo not given) | -12.1% | 0.0% | -2.1%
Cc1nc(NC(=O)CSc2nc3cccnc3n2Cc2ccccc2)sc1C | -18.6% | -4.3% | ?
Cc1noc(C)c1COc1cccc(C(=O)OC(C)C(=O)Nc2ccc3c(c2)OCO3)c1 (stereo not given) | -2.0% | -2.1% | 1.03µM*
COc1cc2c(cc1OC)CN(C(=O)c1cc(C3CC3)nn1-c1ccccc1)CC2 | -0.3% | -3.1% | 18.4µM*
COc1ccccc1-n1c(SCC(=O)O)nc2c(sc(=S)n2-c2ccc(Cl)c(C)c2)c1=O | 6.6% | -2.4% | 1.5%
CCCCn1c(N)c(N(CC(C)C)C(=O)c2c(-c3ccccc3)noc2C)c(=O)[nH]c1=O | -10.8% | 1.1% | 0.3%
N#CC(=C=[N-])/C=C(\C(=O)c1ccccc1)[n+]1ccccc1 | -4.7% | -17.9% | 9.0%
COc1ccc(S(=O)(=O)N(CC(=O)NN=C2CCN(C)CC2)c2cc(Cl)ccc2OC)cc1OC | 4.5% | -4.4% | 13.9%
Nc1ccccc1C(=O)Nc1cccc(C(=O)O)c1 | -4.4% | 6.1% | -19.0%
Cc1ccc(C(=O)/C=C/c2cn(CC(O)CN3CCOCC3)c3ccccc23)cc1 (stereo not given) | -14.6% | -8.0% | ?

# Overlap with the part before: two compounds; new compounds follow.
molecule | FEN1 inhibitor | GCN5L2 inh | DT40 TDP1 CPT
Nc1ccccc1C(=O)Nc1cccc(C(=O)O)c1 | -4.4% | 6.1% | -19.0%
Cc1ccc(C(=O)/C=C/c2cn(CC(O)CN3CCOCC3)c3ccccc23)cc1 (stereo not given) | -14.6% | -8.0% | ?
O=C(CCC1N=C2c3ccccc3N=C(SCc3ccccc3Cl)N2C1=O)NCCc1ccccc1 (stereo not given) | 13.3% | -3.1% | ?
CCN(C(=O)c1cc2cc3ccc(OC)cc3nc2o1)c1cccc(C)c1 | -2.6% | -14.6% | 23.1µM*
O=C(CSc1cn(CC(=O)N2CCCC2)c2ccccc12)Nc1ccccc1C(F)(F)F | -11.9% | -6.9% | ?
COc1cccc(Nc2ncc3nc(-c4cc(F)cc(F)c4)c(=O)n(CCC#N)c3n2)c1 | / | -16.5% | 11.6µM*
O=C(Nc1nccs1)c1ccc(Cl)c([N+](=O)[O-])c1 | -4.9% | 1.2% | 5.0%
Cc1ccc(C)c(S(=O)(=O)N2CCN(C(=O)Cn3c(=O)cnc4ccccc43)CC2)c1 | 3.3% | -1.6% | -12.8%
O=C(COC(=O)c1ccc(Br)o1)Nc1nc2ccccc2s1 | -8.8% | -2.5% | 4.0%
O=C(CS(=O)(=O)c1ccccc1)Nc1cccnc1 | -7.0% | 0.1% | 14.4%
O=C(c1cnn2ccccc12)N1CCN(C2CCCCC2)CC1 | -14.8% | -3.0% | 6.6%
O=c1ccn([C@@H]2O[C@H](CNCc3ccc(-n4cccn4)cc3)[C@@H](O)[C@H]2O)c(=O)[nH]1 | 3.3% | / | 5.4%
CNC(=O)CSc1nc(N)c2c3c(sc2n1)CCC3 | 8.4% | -7.1% | 2.1%
CSc1nc(=NC(C)=O)ss1 | 8.3% | ? | ?
COc1ccc(C(=O)/C=C/c2ccccc2)cc1 | / | -14.4% | ?
O=C(CNC(=O)c1ccccc1Cl)c1ccccc1 | -16.1% | -13.2% | -20.2%
C/C(=N\NC(=O)c1ccccc1F)c1ccc(C#N)cc1 | -5.4% | -2.0% | -1.5%
COc1ccc(-c2cn3c(n2)sc2cc(C(=O)NCc4ccccc4OC)ccc23)cc1 | -9.2% | -15.5% | -7.6%
CCC(C)NC(=O)CC(NS(=O)(=O)c1ccc(Cl)cc1)c1ccco1 (stereo not given) | 6.6% | -2.2% | -9.6%
CCOc1ccccc1NC(=O)C(CC)Sc1nc2ccncc2[nH]1 (stereo not given) | 0.7%&-22.4% | -18.9%&-1.9% | ?
Cc1ccccc1-c1nc(C(=O)NCC2CCCO2)cc2c1[nH]c1ccccc12 (stereo not given) | -3.5% | -9.0% | 11.6µM*
CSc1cccc(NC(=O)Cn2c(=O)n(Cc3ccccc3)c(=O)c3sc4ccccc4c32)c1 | 0.2% | 4.2% | -23.5%
CC(NC(=O)c1ccccc1NC(=O)CSc1nnnn1C)c1ccccc1 (stereo not given) | 7.5% | -9.2% | 5.0%
CN(C)C(=O)COc1ccc2c3c(c(=O)oc2c1)CCCC3 | -12.9% | -5.3% | 3.1%
CCOC(=O)C1CCN(Cc2nnc(-c3ccccc3C)o2)CC1 | -1.9% | 34.9% | -14.7%
Brc1ccc(CN2CCCCCC2)cc1 | -5.6% | / | 15.3%
O=C1N/C(=C/c2cccn2-c2ccc(F)cc2)C(=O)N1Cc1ccccc1F | -2.9% | -7.5% | 1.4%
CC(=O)c1ccc(OCc2cc(C(=O)N(C)C3CCOC3)no2)cc1 (stereo not given) | 14.8% | -1.6% | -2.5%
C=C1C(C2(C)C=CC(=O)C(C)(C)C2CC(=O)OC)CC[C@@]2(C)C(c3ccoc3)OC(=O)C3OC132 (stereo not given in full) | / | -10.8% | 6.5%
CC(CC(=O)N1CCN(c2ccc(C(F)(F)F)cn2)CC1)n1ccnc1 (stereo not given) | 5.6% | -2.3% | -21.0%
COc1ccc2c(c1)c(C(=O)N/N=C/c1ccccc1Cl)c(C)n2C | 14.8% | -1.9% | 20.6µM*
CCOC(=O)c1c(Nc2ccccc2)nnc(-c2ccccc2)c1-c1ccccc1 | 11.0% | -1.8% | ?

# Quoted at random: 2 compounds from above.
molecule | FEN1 inhibitor | GCN5L2 inh | DT40 TDP1 CPT
C=C1C(C2(C)C=CC(=O)C(C)(C)C2CC(=O)OC)CC[C@@]2(C)C(c3ccoc3)OC(=O)C3OC132 (stereo not given in full) | / | -10.8% | 6.5%
COc1ccc(-c2cn3c(n2)sc2cc(C(=O)NCc4ccccc4OC)ccc23)cc1 | -9.2% | -15.5% | -7.6%

# The list goes on:
molecule | FEN1 inhibitor | GCN5L2 inh | DT40 TDP1 CPT
Cc1ccc2c(c1)sc1nc(-c3cc4cc(Cl)ccc4oc3=O)cn12 | 5.4% | -6.6% | 14.4%
COc1cc(NC(=O)CN2C(=O)COc3ccc(S(=O)(=O)N4CCCC4)cc32)cc(OC)c1 | 0.5% | -0.8% | ?
CCOC(=O)Cn1c(=O)oc2ccc(C)cc21 | 7.4% | -3.2% | 11.5%
CC(=O)c1ccc(OC(=O)C(CCS(C)(=O)=O)N2C(=O)c3ccccc3C2=O)cc1 (stereo not given) | 7.4% | -2.6%[0.501 µM] | -20.2%
COc1ccccc1CCNC(=O)CSc1nnc2ccc(-c3cccnc3)nn12 | 4.4% | -14.2% | -4.1%
Cc1cccc(N2CCN(C(=O)CCCSc3nc4ccccc4[nH]3)CC2)c1C | -0.2% | -10.5% | 16.4µM*
CCN1C(=NCCc2ccccn2)N[C@@H](c2cccc(C(F)(F)F)c2)C(C(=O)OC)=C1C | -2.3%&-0.6% | 2.0%&-7.2% | 11.2µM*
CCN1CCc2c(sc(NC(=O)c3ccc(S(=O)(=O)N4CC(C)OC(C)C4)cc3)c2C(N)=O)C1 (stereo not given) | 5.5% | -10.4% | -1.7%
O=C(Nc1cc2c3c(c1)CC(=O)N3CCC2)c1ccc(Br)o1 | 3.6% | -5.5% | ?
O=C(CN1CCN(Cc2ccccc2)CC1)NCCc1ccccc1 | 4.7% | -3.5% | -10.7%
O=C(CCS(=O)(=O)c1ccc(Br)cc1)N1CCN(c2ccc(Cl)cc2)CC1 | -16.9% | -5.4% | ?
COc1ccc(S(=O)(=O)N2CCC(C(=O)O)(c3ccccc3)CC2)cc1 | 10.0% | -0.9% | 5.1%
O=C(Nc1ccccc1)NC1CCCCNC1=O (stereo not given) | 4.8% | 2.5% | 10.1%
CCN(c1ccccc1)S(=O)(=O)c1ccc(NC(=O)c2ccco2)cc1 | -12.7% | -3.9% | ?
COc1ccccc1CNC(=O)c1ccc(N2CCOCC2)c([N+](=O)[O-])c1 | -2.6% | -6.3% | -24.8%

# Only DT40 TDP1 CPT and GCN5L2 inh (two entries from above):
compound,DT40 TDP1 CPT,GCN5L2 inh
CCOC(=O)Cn1c(=O)oc2ccc(C)cc21,11.5%,-3.2%
CC(=O)c1ccc(OC(=O)C(CCS(C)(=O)=O)N2C(=O)c3ccccc3C2=O)cc1 (stereo not given),-20.2%,-2.6%[0.501 µM]

# (cont.)
molecule | FEN1 inhibitor | GCN5L2 inh | DT40 TDP1 CPT
Nc1nc2n(n1)C(c1cccc(Br)c1)CC(c1ccc(F)cc1)N2 (stereo not given) | 7.6% | -3.9% | ?
CC(C(=O)N1CCCC1)N1CCN(c2ccccc2O)CC1 (stereo not given) | -3.3% | -1.0% | 5.2%
Cc1c(C(=O)O)sc2nc(CSc3ncc(C(F)(F)F)cc3Cl)[nH]c(=O)c12 | -20.3% | -11.2% | 9.6%
O=C(CCn1c(=O)c2sccc2n(CC(=O)OCc2ccccc2)c1=O)NCc1ccccc1 | -13.3% | -1.1% | -15.5%
Cc1ccc(Nc2nc3ccccc3c(=O)[nH]2)cc1C | 21.8% | -4.3% | ?
Cc1ccccc1NC(=O)c1ccc(Cl)c(S(=O)(=O)N2CCCCCC2)c1 | -5.8% | ? | ?
Cc1cccc(Nc2nnc(-c3ccc(C)c(S(=O)(=O)N4CCN(C)CC4)c3)c3ccccc23)c1 | -0.7% | 0.1% | 20.6µM*
Cc1ccc(NC(=S)Nc2cc(C)on2)cc1 | 11.7% | 8.5% | 1.2%
COCC1CCCCN1C(=O)c1ccc(OC)c(OC2CCN(C(C)C)CC2)c1 (stereo not given) | 7.9% | -0.5% | -0.8%
COc1ccc(-c2cc(C(F)(F)F)n3nc(C(=O)N4CCCCC4)cc3n2)cc1 | 5.1% | -7.6% | 16.4µM*
CCc1ccc(N2C(=O)CC(N3CCN(Cc4ccc5c(c4)OCO5)CC3)C2=O)cc1 (stereo not given) | 15.4% | -2.1% | -26.5%
COc1ccc(-c2noc(CCC(=O)O)n2)cc1 | -0.6% | 2.0% | 13.7%
O=C(NCc1cc([N+](=O)[O-])ccc1O)c1cc(-c2ccncc2)nc2ccccc12 | 1.3% | ? | -24.9%
CCC(C)Oc1nc2c(c(=O)n(C)c(=O)n2C)n1C (stereo not given) | 11.2% | 6.2% | -5.3%
